TNAP act hi DEA: TNAP (human) activation, high acceptor | activation factor at 20 µM | 200,000 tested, under 10 active | purified TNAP, CDP-star luminescence, 1 M DEA, 30 min; active compounds read high; 0 = EDTA background, 1 = DMSO-only activity | AID 1136;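 active = activation factor at least 2 at 20 µM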
Target sequence (P05186 whole entry, looked up): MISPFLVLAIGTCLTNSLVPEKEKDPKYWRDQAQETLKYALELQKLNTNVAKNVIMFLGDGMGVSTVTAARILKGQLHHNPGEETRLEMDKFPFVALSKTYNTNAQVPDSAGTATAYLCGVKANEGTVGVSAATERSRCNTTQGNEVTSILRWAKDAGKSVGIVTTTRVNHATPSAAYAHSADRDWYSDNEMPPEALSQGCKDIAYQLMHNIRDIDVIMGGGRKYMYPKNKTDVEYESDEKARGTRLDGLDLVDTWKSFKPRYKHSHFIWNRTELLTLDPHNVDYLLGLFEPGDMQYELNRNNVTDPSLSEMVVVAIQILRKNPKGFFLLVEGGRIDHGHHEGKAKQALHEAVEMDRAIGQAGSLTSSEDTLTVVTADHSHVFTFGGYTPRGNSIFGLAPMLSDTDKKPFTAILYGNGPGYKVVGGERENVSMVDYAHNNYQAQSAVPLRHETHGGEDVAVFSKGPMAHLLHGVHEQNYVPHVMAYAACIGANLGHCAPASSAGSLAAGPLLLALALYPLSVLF
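Dosing: 20 µM single point. System: human TNAP. Amount: TNAP 1/800 final. Incubation: 30 min, room temperature. Read-out: TNAP activation factor scaled between EDTA and DMSO control wells. Signal: luminescence from CDP-star hydrolysis. Medium: 1 M DEA, pH 9.8, Mg2+, Zn2+. Control set: EDTA negative control, DMSO positive control.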
RAM network inh: blocks the yeast RAM network. S. cerevisiae dse1pr::URA3 reporter, 5-FOA growth OD615, 2 d; analog-sensitive cbk1-as2 kinase mutant strain. inhibition, % at 50 µM. hit rate 1.8% among 190,000;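 active = inhibition above a set limit, 3 SD over mean compound inhibition, cut at about 8.4% in these data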;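 note: 0% = DMSO-only wells with no growth and 100% = 10 µM 1-NA-PP1 full growth; inhibition rescues growth on 5-FOA so higher OD means more RAM inhibition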
TNAP inh no acc: inhibitors of human TNAP without phosphate acceptor; P05186; purified TNAP, CDP-star luminescence, 30 min; inhibition, % at 20 µM; hit rate 0.26% among 200,000; AID 1012;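 active = tissue-nonspecific alkaline phosphatase inhibition above about 50% at 20 µM in the single-dose screen, limit read from the data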;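 note: 0% = DMSO negative control and 100% = EDTA positive control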
TNAP inh hi DEA: TNAP (human) inhibition, high acceptor. P05186. purified TNAP, CDP-star luminescence, 1 M DEA. inhibition, % at 20 µM. hit rate 0.03% among 200,000;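 active = over 50% inhibition of tissue-nonspecific alkaline phosphatase at 20 µM in the single-dose screen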;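 note: plate controls were DMSO wells for no effect and EDTA-quenched wells as full inhibition for full effect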
L major viab: Leishmania major promastigote growth inhibition; inhibition, % at 10 µM; hit rate 9% among 200,000; Leishmania major promastigotes, resazurin fluorescence viability; in the data active = inhibition above about 50%;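 note: promastigotes grown with compound for 44 hours at 28 °C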
bIAP inhibitor: blocks bovine intestinal alkaline phosphatase activity; inhibition, % at 20 µM; purified bovine IAP, CDP-star luminescence, 30 min; 190,000 tested, under 10 active;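 active = over 50% inhibition of intestinal alkaline phosphatase at 20 µM in the single-dose screen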
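System: Purified bovine intestinal alkaline phosphatase (IAP) enzyme | Input: IAP diluted 1/65,000,000 in the well | Also added: CDP-star chemiluminescent phosphatase substrate, 30 µM final | Dosing: 20 µM single dose | Times: Enzyme reaction for 30 min at room temperature | Detection: Luminescence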
APP transl inh: APP translation inhibition. hit rate 0.82% among 190,000. inhibition, % at 2 µM. SH-SY5Y APP 5'UTR-luciferase reporter, luminescence;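 active = inhibition above a set limit, derived from the sample mean plus 3 SD, cut at about 45% in these data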; note: values of inactives mirror those of a sister screen read the other way
bIAP activator: increases bovine intestinal alkaline phosphatase activity; purified bovine IAP, CDP-star luminescence, 30 min; active compounds read high; fold of DMSO-control signal, blank-subtracted; activation factor at 20 µM; hit rate 0.17% among 200,000; AID 1016;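 active = activation factor of 2 or more at 20 µM, a signal rise over negative controls twice the positive control's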
FLuc stim CS: firefly luciferase counter-screen for stimulation assays; ATPlite luciferase biochemical, luminescence, 10 min; 0 = ATP-free wells, 1 = DMSO control; P08659; activation factor at 10 µM; 200,000 tested, under 10 active;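 active = luciferase activation factor, scaled between plate controls, of at least 2 with compound at 10 µM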
Target sequence (P08659 whole entry, looked up): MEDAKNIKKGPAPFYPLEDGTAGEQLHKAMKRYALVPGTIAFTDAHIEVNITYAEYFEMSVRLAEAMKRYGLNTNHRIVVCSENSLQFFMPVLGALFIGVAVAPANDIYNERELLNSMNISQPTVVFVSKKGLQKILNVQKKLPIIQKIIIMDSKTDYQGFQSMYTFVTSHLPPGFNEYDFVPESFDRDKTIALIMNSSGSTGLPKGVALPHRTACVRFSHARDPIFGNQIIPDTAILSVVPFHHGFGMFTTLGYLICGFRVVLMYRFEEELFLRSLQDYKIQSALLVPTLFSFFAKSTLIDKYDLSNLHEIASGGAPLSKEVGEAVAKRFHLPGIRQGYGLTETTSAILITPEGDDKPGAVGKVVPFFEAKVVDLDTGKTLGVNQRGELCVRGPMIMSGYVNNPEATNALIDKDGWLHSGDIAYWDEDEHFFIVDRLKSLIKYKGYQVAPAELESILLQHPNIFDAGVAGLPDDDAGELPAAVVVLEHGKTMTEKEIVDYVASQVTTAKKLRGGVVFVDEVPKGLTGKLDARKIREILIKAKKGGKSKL
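System: Luciferase/luciferin detection reagent, cell-free biochemical luciferase assay | Medium: PBS buffer for ATP | Dosing: Test compounds dosed from 2 mM stocks in 100% DMSO | Timing: 10 min at ambient temperature | Signal: Luminescence measurement of luciferase light output | Evaluation: Luciferase activation, seen as luminescence increase over controls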
FLuc inhib CS: inhibits firefly luciferase, flagging false hits in luciferase inhibition screens; AID 1006; inhibition, % at 10 µM; P08659; ATPLite firefly luciferase biochemical luminescence, 10 min; hit rate 1.5% among 200,000;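 active = inhibition above about 50% when tested at 10 µM, limit read from the data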
* hit, by the source's call; · = no result given. This is a random part of the collection, and some 13% of all compounds hit somewhere here.

SMILES	TNAP act hi DEA	RAM network inh	TNAP inh no acc	TNAP inh hi DEA	L major viab	bIAP inhibitor	APP transl inh	bIAP activator	FLuc stim CS	FLuc inhib CS
NNc1ncnc2c1cnn2-c1ccccc1	1.1	0.2	2	-8	-3	8	6	0.9	0.9	15
Cc1ccc(S(=O)(=O)NN2C(=O)c3ccccc3NC2c2ccccc2O)cc1 (stereo not given)	0.9	0.9	0	5	2	-6	-4	1.1	1	0
CCSc1nnc(NC(=O)c2nn(C(C)C)c(=O)c3ccccc23)s1	1.1	4.1	-16	-5	-9	4	-8	1	1.1	-10
CCOC(=O)c1sc2cc([N+](=O)[O-])cc(SCC(=O)OC)c2c1N	0.9	4.3	5	6	37	20	-13	0.8	1	-1
C/C(=C(\C#N)C(=O)NC1CCCCC1)N(C)C	1	-0.5	-4	2	0	9	-8	0.9	1	-1
CCN(c1cccc(C)c1)c1nc2ccsc2c(=O)s1	1	7.1	-7	-4	2	31	14	0.7	1.1	-6
COc1ccc(CNC(=O)C2CCN(C(=O)[C@@H](CC(C)C)NC(=O)OC(C)(C)C)CC2)cc1	1	1.2	-11	-4	2	-21	6	1.2	1	-1
COCCN(C(=O)CSc1nnc(-c2ccccc2C)n1C)c1c(N)n(Cc2ccccc2)c(=O)[nH]c1=O	1	0.3	-14	-3	-7	-7	7	1.1	1.1	-5
CCCCN(C(=O)c1ccc(Cl)cc1)C1CC2CCC(C1)N2C (stereo not given)	1	-0.9	3	-2	-1	-1	5	1	1.1	-9
O=C(COC(=O)c1ccncc1)c1ccc(Cl)c(Cl)c1	1	2.3	-6	-1	-19	-12	-1	1.1	1	-2
Cn1nnc2c(NCc3ccco3)nccc21	1	0.4	2	-1	-4	1	1	1	1	-3
Cc1cc(-n2nnc3ccccc32)nc2ccccc12	1.1	6.7	-11	-6	0	14	-1	0.9	1	0

Part of the list above with just FLuc inhib CS and TNAP act hi DEA.
canonical_smiles	FLuc inhib CS	TNAP act hi DEA
CCSc1nnc(NC(=O)c2nn(C(C)C)c(=O)c3ccccc23)s1	-10	1.1
CCOC(=O)c1sc2cc([N+](=O)[O-])cc(SCC(=O)OC)c2c1N	-1	0.9
C/C(=C(\C#N)C(=O)NC1CCCCC1)N(C)C	-1	1
CCN(c1cccc(C)c1)c1nc2ccsc2c(=O)s1	-6	1

Remaining list, next part:
SMILES	TNAP act hi DEA	RAM network inh	TNAP inh no acc	TNAP inh hi DEA	L major viab	bIAP inhibitor	APP transl inh	bIAP activator	FLuc stim CS	FLuc inhib CS
Cc1cc(-c2n[nH]c(=S)n2/N=C/C=C/c2ccccc2)n[nH]1	1	2.8	-77	2	1	4	6	1	0.9	7
COc1cc2cc(CN(Cc3cccnc3)C(=O)Nc3ccccc3F)c(=O)[nH]c2cc1OC	1	-0.2	-2	-4	1	-18	8	1.2	1	-4
CN1CCN(S(=O)(=O)c2ccc(NC(=S)NC(=O)C(C)(C)C)cc2)CC1	1.1	-0.4	1	-5	-4	22	10	0.8	1.1	-9
O=C(CSc1nnc(-c2cccs2)n1-c1ccccc1)N1CCCC1	1	2.7	-8	0	-3	9	11	0.9	1	-3
CCn1c2ccccc2c2cc(NC(=O)C(C)C)ccc21	1	4.0	-1	-3	14	-5	7	1.1	1.1	-6
Clc1ccc(CN=C2Nc3ccccc3CS2)cc1	1.1	-0.3	-8	-6	18	2	-115	1	0.8	24
COc1cc(-c2nn3c(-c4cccc(C)c4)nnc3s2)cc(OC)c1OC	1	0.0	-5	2	4	13	6	0.9	1	-2
Cc1ccc(Nc2nc3nonc3[nH]c2=O)cc1	1	0.5	-10	0	1	13	-4	0.9	0.7	27
CC(=O)Nc1ccc(N2N=C(C)C(N=Nc3ccccc3)C2=O)cc1 (stereo not given)	0.9	0.5	6	8	-5	12	-5	0.9	1	0
CCCCOC(=O)c1ccc(NC(=O)COC(=O)CSc2nc(C)cc(C)n2)cc1	1	7.5	-5	-4	45	-48	8	1.5	1	-2
CCOC(=O)c1c(NC(=O)CC)sc(C(C)=O)c1C	1.1	-0.1	-8	-5	4	3	14	1	1.1	-6
CCCCC(CC(O)COCC(C)C)C(=O)NNC(=S)Nc1ccccc1 (stereo not given)	1	-0.4	-98	-4	-4	17	-26	0.8	1.1	-7
C=CCNC(=S)Nc1ccc2nsnc2c1	1.1	-0.7	-8	-7	11	47	11	0.5	1	2
CCCCc1c(O)nc2sccn2c1=O	1	-0.5	-8	-4	31	·	-1	0.5	1	-3
O=C(OCn1nnc2ccccc2c1=O)c1ccc(N2CCOCC2)c([N+](=O)[O-])c1	1	3.2	13	-2	-7	2	-5	1	1.1	-5
CC(C)(C)NC(=O)NC(=O)CN1CCCCCCC1	1.1	3.5	-8	-6	-9	-10	4	1.1	0.9	13
CC(C)C(NC(=O)C12CC3CC(CC(C3)C1)C2)C(=O)N/N=C/C1=C(N2CCOCC2)C(=C\c2cccc([N+](=O)[O-])c2)/CC1 (stereo not given)	0.9	9.6*	7	6	97*	3	-7	1	1	-2
CCOC(=O)c1nnn(-c2ccccc2)c1C	1	1.8	-9	0	-4	6	-15	0.9	1	0
COCCn1c(=O)[nH]c2cc(C(=O)Nc3cccc(F)c3)ccc2c1=O	1	1.4	-2	3	8	-1	-20	1	1	1
CC1=CC(C)(C)Nc2ccc(OC(=O)CN3C(=O)C4CCCCC4C3=O)cc21 (stereo not given)	1	1.8	-10	-3	100*	38	4	0.6	1	-3
O=C(CCn1c(=O)oc2ccccc21)Nc1ccon1	1	0.4	-8	-2	8	10	6	0.9	1	-3
O=C(Cc1cccs1)Nc1ccon1	1	0.9	11	1	-5	6	3	0.9	1.1	-9
CCOc1ccc(CNC(=O)c2cc3oc4ccccc4c3n2C)cc1	1.1	0.3	1	-9	-4	11	-4	0.9	1	-4
Cc1ccc(S(=O)(=O)Nc2ccccc2CNc2cccc(C)n2)cc1	1	-0.2	-12	-4	18	-4	8	1	1	-3
Fc1ccc(C2=NN(c3ccccc3)C(c3ccco3)C2)cc1 (stereo not given)	1.1	2.6	-28	-11	2	-28	2	1.3	1.1	-5
O=C1c2ccccc2NC(c2ccccn2)N1NS(=O)(=O)c1ccccc1 (stereo not given)	1	1.0	-10	0	2	0	5	1	1	-3
CCOc1ccc(/C=C/C(=O)CCC(=O)O)cc1	1	0.3	-3	0	-3	7	-62	0.9	0.9	7
COc1ccc(C(=O)NN2C(=O)C3C4C=CC(O4)C3C2=O)cc1 (stereo not given)	1	0.3	-6	2	-3	-1	-8	1	1	-2
NC(=O)c1cc(N=Nc2c(N)[nH]n(-c3c(Cl)cc(Cl)cc3Cl)c2=O)ccc1Cl	0.9	5.5	6	8	-13	2	-6	1	1.1	-7
CCn1c(CC(=O)Nc2ccc(Cl)c(Cl)c2)nnc1SCc1ccc(C)cc1	1	1.0	-25	-1	-2	3	16	1	1	0
Cn1c(=O)n(C)c2cc(/C=C(/C#N)C(=O)NCc3ccco3)ccc21	1.1	1.3	-12	-8	-2	-6	-15	1.1	1.1	-5
c1ccc(CNCc2ccc3c(c2)OCO3)nc1	1	0.5	-12	-4	-3	8	8	0.9	1.1	-7
Cc1ccc(C(NC(=O)N2CCOCC2)C(Cl)Cl)cc1F (stereo not given)	1	0.4	-12	0	-2	8	-24	0.9	1	-4
C/C(=N\NC(=O)c1c[nH]c2ccccc12)c1ccco1	1	3.3	-22	-3	45	-26	-98	1.3	0.6	36
Cc1ccccc1NC(=O)Nc1ccccc1C(N)=O	1.1	-0.2	-11	-8	1	22	11	0.8	1	2
Fc1ccc(Cn2c(SCc3ccc(F)c(F)c3)nnc2C(F)(F)F)cc1	1	5.2	-3	0	-5	6	-3	0.9	1.1	-6
CCCN1Cc2cccc(C(=O)N3CCN(c4cc(Cl)ccc4C)CC3)c2C1=O	1.1	-0.1	4	-10	97*	-9	-19	1.1	1	-3
Cc1nc2ccc(S(=O)(=O)NCC(=O)N3CCC(N4CCCCC4)CC3)cc2s1	1	-1.1	-18	-1	17	-2	-13	1	1	-3
COc1cccc(CN2CCN(C3CCN(c4cccc(C)c4C)CC3)CC2CCO)c1 (stereo not given)	1	0.5	-2	1	92*	-5	-22	1.1	1	-4
O=C(NCCN1CCCCC1)c1ccco1	1	-0.5	-7	-4	-4	-5	0	1.1	1.1	-8
COc1cccc(C2(c3cccc(OC)c3)CC2C(=O)Nc2ccccc2Cl)c1 (stereo not given)	1	-0.2	-18	-3	11	9	2	0.9	1.1	-8
CC(=O)[C@H]1CC[C@H]2[C@@H]3CCC4=CC(=O)CC[C@]4(C)[C@H]3[C@H](O)C[C@]12C	1	0.4	-5	0	-8	12	-6	0.9	1	1
CC(=O)C1C(c2ccco2)c2c(noc2C)CC1(C)O (stereo not given)	1	0.8	0	-2	-4	3	-10	1	1.1	-10
CSc1nnc(NC(=O)C2CCCCC2)s1	1.1	0.1	-13	-7	-8	11	-9	0.9	1	-4
CN(C(=O)C1CCCN(S(=O)(=O)c2cccc([N+](=O)[O-])c2)C1)C1CCS(=O)(=O)C1 (stereo not given)	1.1	4.1	-14	-5	1	-2	-14	1	1	-5
O=C1c2sc3nc4ccccc4n3c2C(=O)N1c1ccccc1Cl	1	-0.6	1	-1	-13	2	2	1	1	2
CCn1c(CNC(=O)Cc2ccc(OC)cc2)nnc1SCC(=O)c1ccccc1	1.1	0.9	2	-5	-4	-6	-10	1.1	1.1	-5
Cc1ccc(C(=O)c2coc3ccc(OCC(=O)O)cc23)cc1	1	0.6	-11	-2	-4	10	8	0.9	0.7	28
Cc1ccc(NC(=O)OCCN2CCN(S(=O)(=O)c3ccc(C)cc3)CCC2=O)cc1	1	0.0	-8	-3	-2	29	-15	0.7	1	0
O=S1(=O)C[C@H]2NC(=S)N(c3ccccc3)[C@H]2C1	1	0.4	1	-1	-10	41	-5	0.6	1	-1
COc1ccc(OCc2nc3c4cc(OC)c(OC)cc4nc(=S)n3[nH]2)cc1	1	5.9	3	-1	-10	22	0	0.8	1	-1
Cc1ccc(-n2nnnc2-c2cnn(-c3cccc(F)c3)c2C(F)(F)F)cc1	1.1	7.3	-6	-6	-1	8	11	0.9	1.1	-11
Cc1c(NC(=O)CCC2CCCCC2)c(=O)n(-c2ccccc2)n1C	1	1.9	-3	-5	-2	0	0	1	1	-1
O=C(CSc1nnc(-c2ccncc2)n1-c1ccccc1Cl)Nc1ccc(C(=O)O)cc1	1	12*	-1	0	-5	20	16	0.8	1	-1
COc1cc(Cl)c(C)cc1NC(=O)CSc1nnc(-c2ccccn2)n1Cc1ccco1	1.1	4.5	-4	-9	-9	15	-4	0.8	1.1	-8
Cc1cn(C2OC(COC(=O)c3ccccc3)C(O)C2Cl)c(=O)[nH]c1=O (stereo not given)	1	-0.1	-6	0	-5	3	-5	1	1.1	-6
